Screening results as filed in PubChem.
E coli growth: bacterial growth inhibition, counter-screen for AddAB inhibitors. E. coli V3065 growth, OD600 absorbance, 18 h. inhibition, % at 11.9 µM. 330,000 compounds, 0.27% hits;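 active = inhibition above the campaign's mean inhibition across all tested compounds plus 3 SD, cut at about 9.9% in these data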;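 also: uninfected addAB+ strain grown without phage in ampicillin broth; 0% = DMSO wells and 100% = ciprofloxacin 0.95 µg/ml wells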
phage Ecoli inh: E. coli growth loss with phage present; growth absorbance; inhibition, % at 11.9 µM; 360,000 compounds, 0.26% hits; in the data active = inhibition above about 11%
CDK5 p35 inh: CDK5/p35 (human) kinase inhibition; 330,000 compounds, 0.01% hits; AID 488839; inhibition, % at 10 µM; Q00535+Q15078; Recombinant CDK5/p35, ADP-Glo luminescence, 60 min;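 active = highest replicate inhibition of at least 50% and at least 75% of replicates reaching 50%; inconclusive = only one of the two criteria met; inactive = both criteria failed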;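 also: plate controls were DMSO neutral control for no effect and GW8510 at 10 µM for full effect; many of its hits are not listed in these tables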
Target sequence (Q00535 whole entry, looked up): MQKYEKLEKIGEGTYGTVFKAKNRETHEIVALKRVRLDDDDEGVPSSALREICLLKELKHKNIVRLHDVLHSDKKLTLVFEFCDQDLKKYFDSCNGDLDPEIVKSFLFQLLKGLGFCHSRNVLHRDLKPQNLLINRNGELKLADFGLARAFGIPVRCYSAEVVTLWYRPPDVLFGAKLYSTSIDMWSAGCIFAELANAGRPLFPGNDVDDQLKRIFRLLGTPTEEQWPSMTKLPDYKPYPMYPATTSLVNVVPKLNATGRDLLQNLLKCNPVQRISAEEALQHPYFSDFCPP
Target sequence (Q15078 whole entry, looked up): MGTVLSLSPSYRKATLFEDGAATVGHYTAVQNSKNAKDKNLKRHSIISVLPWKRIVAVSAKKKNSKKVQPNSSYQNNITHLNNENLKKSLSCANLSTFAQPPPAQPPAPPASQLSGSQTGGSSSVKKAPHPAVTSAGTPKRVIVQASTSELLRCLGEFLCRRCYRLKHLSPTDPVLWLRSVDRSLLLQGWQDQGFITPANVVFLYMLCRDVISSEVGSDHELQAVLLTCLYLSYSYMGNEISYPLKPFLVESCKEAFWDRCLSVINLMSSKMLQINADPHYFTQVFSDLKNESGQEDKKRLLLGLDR
HTR5A ag ctr: activates human HTR5A in OPRM1-OPRD1 agonist counter-screen | HTR5A agonist assay, luminescence, cell-based | 340,000 compounds, 0.61% hits | AID 504692 | P47898 | activation, % at 9.3 µM; in the data active = activation mostly above about 9.5%, no sharp cut-off; inactive = mostly below about 7.6%;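 also: 0% = cells with vehicle only and 100% = reference agonist; strong numbers were not always called active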
Target sequence (P47898 whole entry, looked up): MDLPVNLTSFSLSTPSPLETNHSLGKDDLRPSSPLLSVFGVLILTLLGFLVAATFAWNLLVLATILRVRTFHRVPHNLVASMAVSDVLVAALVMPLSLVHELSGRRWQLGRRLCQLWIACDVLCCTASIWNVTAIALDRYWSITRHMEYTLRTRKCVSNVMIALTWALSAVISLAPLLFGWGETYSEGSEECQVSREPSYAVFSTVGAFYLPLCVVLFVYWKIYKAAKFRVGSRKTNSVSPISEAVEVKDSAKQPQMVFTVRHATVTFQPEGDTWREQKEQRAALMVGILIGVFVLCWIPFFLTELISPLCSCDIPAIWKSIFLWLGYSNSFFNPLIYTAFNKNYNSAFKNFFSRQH
HTR5A inv ag: HTR5A inverse agonism, opioid heterodimer counter-screen; AID 504634; P47898; 340,000 compounds, 0.083% hits; inhibition, % at 9.3 µM; HTR5A cell line, luminescence; in the data active = inhibition mostly above about 23%, no sharp cut-off; inactive = mostly below about 18%;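 also: 0% = cells with DMSO and 100% = no-cell wells with DMSO; some compounds called inactive have numbers as strong as hits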
AddAB inh: less growth of phage-infected E. coli with AddAB | E. coli expressing H. pylori AddAB, absorbance growth | 330,000 compounds, 0.29% hits | inhibition, % at 11.9 µM; in the data active = inhibition above about 12%;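 also: 0% = vehicle wells of infected cells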
PKA-R2B activ: activates the human PKA-R2B holoenzyme complex | PKA-R2B holoenzyme dissociation, Cy5-IP20 fluorescence polarization; R2B truncated from residue 108, S112A mutant; 0% DMSO only, 100% 113 µM cGMP | activation, % at 11.4 µM | 340,000 compounds, 0.079% hits | AID 504700;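 active = activation above a cutoff set at the mean over all compounds plus 3 SD, cut at about 18% in these data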;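 also: higher means more holoenzyme dissociation and a rise in polarization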
SUMO Mot1 rescue: inhibitors of SUMOylation pathway: yeast Mot1-301 growth rescue; S. cerevisiae Mot1-301 growth rescue, ATP luminescence, 38.5C; percent above DMSO median, 100 means doubled; growth rescue, % at 18.8 µM; 320,000 compounds, 1% hits; AID 2716;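 active = every valid replicate shows activation above 250% relative to neutral control wells; inactive = the rest, any valid replicate at or below 250%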;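 also: OY570 slx delta 5 strain wells were the positive control but not used for scaling; some compounds called inactive have numbers as strong as hits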
Tat transport: E. coli Tat transport inhibition; E. coli MC4100 TorA-mCherry Tat export, fluorescence; inhibition, % at 10 µM; 340,000 compounds, 0.036% hits; AID 488895;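 active = mean replicate inhibition at least 50% and at least half of replicates individually reaching 50%; inconclusive = only one of the two criteria met; inactive = neither criterion met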;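 also: exported cargo escapes ClpAP degradation while cytoplasmic cargo is degraded and loses fluorescence; 0% = median of neutral control wells and 100% = median of NaSCN control wells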
DAGLB inhibitor: diacylglycerol lipase beta (human) inhibition; Q8NCG7; HEK293T DAGLB membrane lysate, EnzChek fluorogenic substrate; inhibition, % at 5.17 µM; 340,000 compounds, 0.059% hits; AID 504411; in the data active = inhibition above about 34%;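 also: 0% = enzyme with vehicle and 100% = wells lacking enzyme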
PKA-R1A activ: activators of PKA-R1A complex | AID 504707 | activation, % at 11.4 µM | 340,000 compounds, 0.083% hits | PKA-R1A dissociation, Cy5-IP20 fluorescence polarization; scaled: DMSO 0%, 113 µM cGMP 100%;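 active = percent activation above the mean of all tested compounds plus 3 SD, cut at about 19% in these data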;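 also: higher means more PKAc released from R1A so a rise in polarization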
Starred values were filed as active, the others as inactive; ? = inconclusive; / = not tested or not shown.

SMILES	E coli growth	phage Ecoli inh	CDK5 p35 inh	HTR5A ag ctr	HTR5A inv ag	AddAB inh	PKA-R2B activ	SUMO Mot1 rescue	Tat transport	DAGLB inhibitor	PKA-R1A activ
O=C(Cn1cc2c(n1)CCCCC2)NCCN1CCOCC1	-0.9	4.7	-1.4	-3	9	2.2	-2	54	0	3	-3
COc1ccccc1COC(=O)N/C=C/c1ccco1	0.0	3.6	-1.2	2	-6	-0.2	-6	-7	-1	-2	-13
O=C1c2ccccc2-c2nc3ncnn3c(-c3ccccc3Cl)c21	0.9	-0.1	1.0	-2	6	6.1	-12	14	-9	0	-4
CC(C)N(Cc1cc2ccccc2[nH]c1=O)C(=O)C1CCCCC1	-0.8	0.5	0.5	-2	4	3.1	-8	-6	6	6	-6
CCCn1c(=O)[nH]c(=O)c2c1nc(-c1ccccc1OC(F)F)n2CCOC	-4.8	3.4	-0.7	0	-9	-1.8	-4	224	1	-1	-14
O=C(O)CC1SC(=Nc2cccc(O)c2)NC1=O (stereo unspecified)	1.2	-0.8	1.9	1	-3	1.3	1	-10	1	5	3
CCOc1ccc2c(C)c(C)c(=O)oc2c1OCC	-2.7	1.0	-0.8	2	-18	-0.3	3	1	3	1	0
C[C@H](CO)N1C[C@H](C)[C@@H](CN(C)S(=O)(=O)c2cn(C)cn2)Oc2ccc(NC(=O)C3CCCCC3)cc2C1=O	1.1	1.0	0.2	-1	4	4.4	-15	/	0	-2	-10
CCOC(=O)C1=C(CC)Nc2ccccc2N=C1NC(=O)c1cc(S(=O)(=O)N2CCOCC2)ccc1C	2.7	1.6	-1.1	-1	7	3.7	6	-20	-7	1	-18
O=C1C=CC(O)(c2cc(=O)c3c(O)cc(O)cc3o2)C=C1	-2.1	0.8	19	-8	0	1.3	-3	89	-14	-8	-15
CC(C)C[C@H](NC(=O)Nc1cccc(Cl)c1)C(=O)O	0.1	0.7	-1.5	-2	8	4.0	10	194	-16	-1	18
COc1ccc(Oc2ccc(NC(=O)c3ccccc3C)cc2)cc1	-0.3	4.0	-0.9	0	0	0.5	1	8	-6	-3	-8
CCC(C)(C(=O)NC1CCCCC1)N(Cc1cccs1)C(=O)c1ccccn1 (stereo unspecified)	0.1	1.4	2.0	-1	14	-1.2	3	-11	-4	0	4
CCOc1ccc(Nc2nc(N3CCOCC3)nc(N3CCOCC3)n2)cc1	-1.9	0.8	0.2	-1	4	0.8	1	3	-2	-1	2
Cc1ccc(C)c(N(CC(=O)NCc2ccco2)C(=O)CCC(=O)Nc2nccs2)c1	2.3	1.7	-2.6	5	-5	3.9	-8	-12	-3	2	-9
CN(C)S(=O)(=O)c1ccc(Cl)c(NC(=O)CSc2nc3c(cc2C#N)C(=O)CCC3)c1	-0.2	2.6	-0.3	4	4	4.4	-12	16	0	-2	-4
CCOc1ccc(N(Cc2cc3ccc(C)cc3[nH]c2=O)S(=O)(=O)c2ccccc2)cc1	2.1	4.4	0.0	1	-8	-1.3	-8	-24	-3	-1	2
CCCc1cnc(N2CCN(C(=O)c3ccc(OC)cc3)CC2)nc1	-0.9	/	-1.0	-3	11	-0.3	1	-14	9	-10	6
CCOC(=O)COc1cc2c(C(=O)OCC)c(C)oc2cc1Br	1.8	1.2	-1.1	-4	7	1.0	6	-14	5	-4	5
COc1ccc(-c2cc(C(=O)OCC(=O)N(C)C)c3ccccc3n2)cc1	-0.1	3.6	-0.3	5	19	-0.2	3	7	-2	0	-7

3 entries from above, arranged by their value in Tat transport, rising.
Compound,phage Ecoli inh,CDK5 p35 inh,AddAB inh,PKA-R2B activ,SUMO Mot1 rescue,Tat transport,DAGLB inhibitor,PKA-R1A activ
CCC(C)(C(=O)NC1CCCCC1)N(Cc1cccs1)C(=O)c1ccccn1 (stereo unspecified),1.4,2.0,-1.2,3,-11,-4,0,4
CN(C)S(=O)(=O)c1ccc(Cl)c(NC(=O)CSc2nc3c(cc2C#N)C(=O)CCC3)c1,2.6,-0.3,4.4,-12,16,0,-2,-4
O=C(O)CC1SC(=Nc2cccc(O)c2)NC1=O (stereo unspecified),-0.8,1.9,1.3,1,-10,1,5,3

One compound at a time, as listed above. Values in the order: E coli growth | phage Ecoli inh | CDK5 p35 inh | HTR5A ag ctr | HTR5A inv ag | AddAB inh | PKA-R2B activ | SUMO Mot1 rescue | Tat transport | DAGLB inhibitor | PKA-R1A activ
CCOC(=O)C1=C(CC)Nc2ccccc2N=C1NC(=O)c1cc(S(=O)(=O)N2CCOCC2)ccc1C across the screens: 2.7 | 1.6 | -1.1 | -1 | 7 | 3.7 | 6 | -20 | -7 | 1 | -18
CCCn1c(=O)[nH]c(=O)c2c1nc(-c1ccccc1OC(F)F)n2CCOC across the screens: -4.8 | 3.4 | -0.7 | 0 | -9 | -1.8 | -4 | 224 | 1 | -1 | -14
O=C(O)CC1SC(=Nc2cccc(O)c2)NC1=O (stereo unspecified) across the screens: 1.2 | -0.8 | 1.9 | 1 | -3 | 1.3 | 1 | -10 | 1 | 5 | 3
COc1ccccc1COC(=O)N/C=C/c1ccco1 across the screens: 0.0 | 3.6 | -1.2 | 2 | -6 | -0.2 | -6 | -7 | -1 | -2 | -13
CC(C)C[C@H](NC(=O)Nc1cccc(Cl)c1)C(=O)O across the screens: 0.1 | 0.7 | -1.5 | -2 | 8 | 4.0 | 10 | 194 | -16 | -1 | 18

(further entries)
SMILES	E coli growth	phage Ecoli inh	CDK5 p35 inh	HTR5A ag ctr	HTR5A inv ag	AddAB inh	PKA-R2B activ	SUMO Mot1 rescue	Tat transport	DAGLB inhibitor	PKA-R1A activ
N#Cc1nc(-c2ccc(OCc3ccccc3)cc2)oc1N1CCOCC1	-0.7	2.2	1.1	4	6	1.1	0	5	-2	-1	-8
Cc1nn(C)c(Cl)c1/C=N/OC(=O)c1ccc(F)cc1	0.4	1.8	-0.3	-3	8	-0.6	3	387	-3	-7	5
CCOC(=O)C(Cc1ccccc1)C(=O)Nc1cccc(C)c1 (stereo unspecified)	0.5	0.5	-0.6	10	-9	4.0	-1	-4	-1	-5	9
CCc1nnc2n1N=C(c1ccccc1)CS2	1.8	-0.4	-0.3	3	-10	-0.4	14	-41	-5	-1	-1
CC1OC2C(OC1C)N(S(C)(=O)=O)CCN2S(C)(=O)=O (stereo unspecified)	0.0	1.9	1.6	-4	-7	0.9	4	4	-5	3	-4
Cc1ccc(S(=O)(=O)N(CC(=O)Nc2ccccc2-c2ccccc2)c2ccc(C)cc2C)cc1	-1.4	2.9	-1.0	2	-7	2.8	-2	-8	?	-14	-13
COc1ccc(-n2c(C)c(C)c3c(N)ncnc32)cc1	0.4	1.2	0.1	7	21	4.0	-14	12	6	3	-4
COC(=O)Nc1ccc(S(=O)(=O)NCCCCCC(=O)O)cc1	-0.6	3.0	1.4	1	-3	0.2	-14	18	-8	3	-2
Cc1ccc(-n2nc(C)c3c2OC(N)=C(C#N)C3c2ccc(F)cc2)cc1 (stereo unspecified)	0.2	3.5	-1.4	-2	12	0.6	-1	-24	-6	7	-9
Clc1ccc(-n2nnnc2-c2cnc3ccc(Cl)cc3c2-c2ccccc2)cc1	3.2	0.3	1.6	1	-8	3.9	8	305	6	-1	-4
CC(=O)Nc1ccccc1OCC(=O)c1cc(C)n(Cc2cccs2)c1C	-1.3	2.2	-0.1	6	6	1.0	2	-16	-1	-9	1
O=C(Nc1nc(-c2ccco2)cs1)c1ccccc1	-1.2	0.7	-0.5	5	-15	4.0	-3	10	1	-3	-4
CC1=C(C(=O)OCC2CCCO2)C(c2ccccc2)C2=C(CCCC2=O)N1 (stereo unspecified)	0.3	3.8	-1.0	-1	2	0.2	4	-1	9	0	-1
COc1ccc(C2SCC(C(=O)NCc3ccc(F)cc3)N2C(C)=O)cc1 (stereo unspecified)	0.6	2.3	2.0	-1	3	4.5	7	309	0	-1	2
CCOC(=O)c1ccc(NC(=O)c2nc[nH]c2C(=O)NCc2ccccc2)cc1	-2.6	-0.6	1.5	-6	15	-0.2	-9	-2	10	0	-10
CC(C)(CNC(=O)COc1ccccc1Cc1ccccc1)N1CCOCC1	-1.3	2.2	0.1	-2	-1	1.0	0	/	2	-1	1
O=C(CSc1ccccn1)Nc1ccc(Br)cn1	3.1	3.4	0.8	0	6	4.4	-7	-5	-5	-1	-11
COc1ccc(C(=O)CC2OC(=O)c3ccccc32)cc1OC (stereo unspecified)	0.4	-0.5	-1.0	-7	19	1.1	8	-15	3	-1	-11
COC(=O)[C@H](C)NC(=O)NC(C)CCc1ccccc1 (stereo partly specified)	0.1	2.1	0.4	-1	-19	0.6	-3	11	4	-1	2
Cc1ccccc1OCC(O)Cn1c(=N)n(Cc2ccccc2)c2ccccc21 (stereo unspecified)	3.5	2.5	1.0	2	-6	3.5	4	131	-4	3	10
COc1ccc(Cn2c(C3CC3)nc3ccc(NC(=O)c4cccnc4)cc3c2=O)cc1	-2.3	/	-0.5	-2	6	1.1	3	-2	14	1	-8
CCCOC1CCCN(C(=O)CCc2nnc(-c3ccc4c(c3)OCO4)o2)C1 (stereo unspecified)	0.1	3.8	-0.5	-4	-6	1.8	-14	-17	0	-2	-16
O=C(N/N=C/c1cc(Br)c(Br)o1)c1ccc2c(c1)OCCO2	1.2	3.4	-1.8	3	-25	1.9	6	10	6	-15	9
Cc1cc(N)n2nc(-c3ccccc3)cc2n1	-1.5	1.9	11	0	0	3.7	10	-44	1	3	2
O=C(c1ccco1)N1CCN(S(=O)(=O)c2ccc(Cl)s2)CC1	-1.9	-3.3	0.2	-2	-5	-2.2	-5	-7	13	-1	-11

A few values from the results shown:
`C[C@H](CO)N1C[C@H](C)[C@@H](CN(C)S(=O)(=O)c2cn(C)cn2)Oc2ccc(NC(=O)C3CCCCC3)cc2C1=O` in PKA-R2B activ: -15
`COc1ccc(C2SCC(C(=O)NCc3ccc(F)cc3)N2C(C)=O)cc1` (stereo unspecified) in phage Ecoli inh: 2.3
`Cc1ccccc1OCC(O)Cn1c(=N)n(Cc2ccccc2)c2ccccc21` (stereo unspecified) in phage Ecoli inh: 2.5
`CCOc1ccc2c(C)c(C)c(=O)oc2c1OCC` in E coli growth: -2.7
`CCc1nnc2n1N=C(c1ccccc1)CS2` in SUMO Mot1 rescue: -41

Not a hit list; overall some 2.3% were active at least once.
